Screening results as filed in PubChem BioAssay.
HCV inhibitor: qHTS Assay for Inhibitors of Hepatitis C Virus (HCV); Huh7.5.1 HCVcc-Cre infection, luciferase reporter, 44 h; Potency, µM (titrated, usually from 41.8 µM), for the others: top-dose activity change, negative = inhibition, most hits filed as inhibitors; 340,000 compounds, 3.4% hits; AID 651820, 2012; also: potency is read from the fitted curve at half-maximal effect
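Infectious HCV cell culture screen: compound-treated cells (1,000/well, pre-plated 4 h) are infected with HCVcc-Cre at roughly 0.5 moi and grown 44 h. Infection is quantified by luciferase signal after 15 min substrate incubation at room temperature.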
AmpC no deterg: qHTS Inhibitors of AmpC Beta-Lactamase (assay without detergent); 330,000 compounds, 0.52% hits; AmpC nitrocefin hydrolysis, absorbance 480 nm, 0.0001% Triton; Potency, µM (series often up to 57.1 µM), for the others: at the highest dose activity change, negative = inhibition, hits mostly inhibitors;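 also: potency is read from the fitted curve at half-maximal effect; plate controls were no compound for no effect and no enzyme for full effect; nearly all actives have a fitted effect of over 20% in size; some results filed as inactive show a strong effect at the top dose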
Target sequence (P00811 whole entry, looked up): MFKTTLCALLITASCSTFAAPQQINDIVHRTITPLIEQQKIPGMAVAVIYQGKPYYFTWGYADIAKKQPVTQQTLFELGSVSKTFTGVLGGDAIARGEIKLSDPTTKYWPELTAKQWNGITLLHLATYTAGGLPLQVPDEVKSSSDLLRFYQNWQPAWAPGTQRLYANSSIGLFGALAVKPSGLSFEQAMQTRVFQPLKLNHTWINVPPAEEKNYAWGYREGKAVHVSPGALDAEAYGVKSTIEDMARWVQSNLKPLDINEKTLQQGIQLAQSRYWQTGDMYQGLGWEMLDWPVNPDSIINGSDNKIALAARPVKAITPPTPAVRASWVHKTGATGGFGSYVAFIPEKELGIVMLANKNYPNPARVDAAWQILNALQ
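20 mM phosphate pH 7.0 + 0.01% (detergent screen) or 0.0001% Triton X-100; 5.3 nM AmpC reagent; cpd preinc 15 min RT; nitrocefin (800 uM stock) to start; A480 q20 s × 4 min; Activity was normalised to no-enzyme and no-compound control wells.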
AmpC inh detg: qHTS Inhibitors of AmpC Beta-Lactamase (assay with detergent) | P00811 | AmpC hydrolysis of nitrocefin, absorbance 480 nm, 0.01% Triton | Potency, µM (top dose mostly 114 µM), for the others: at the top dose activity change, negative = inhibition, hits mostly inhibitors | 370,000 compounds, 0.041% hits | AID 485294, 2010;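 also: potency is read from the fitted curve at half-maximal effect; 0% = no-compound wells and -100% = no-enzyme wells; nearly all actives have a fitted effect of over 25% in size; some results filed as inactive show a strong effect at the top dose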
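AmpC (5.3 nM in the dispensed reagent) in 20 mM phosphate pH 7.0 with 0.01% (detergent screen) or 0.0001% Triton X-100 was preincubated with compounds for 15 min at room temperature. Nitrocefin was then added from an 800 uM solution, and hydrolysis was followed at 480 nm.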
LmPK inh: qHTS Assay for Inhibitors of Leishmania Mexicana Pyruvate Kinase (LmPK) | 290,000 compounds, 0.37% hits | AID 1721, 2009 | Potency, µM (series often up to 57.5 µM), inactives show at the highest dose activity change, negative = inhibition, usual class: inhibitors | purified LmPK, Kinase-Glo ATP luminescence, 1 h | Q27686; also: potency is read from the fitted curve at half-maximal effect
Target sequence (Q27686 whole entry, looked up): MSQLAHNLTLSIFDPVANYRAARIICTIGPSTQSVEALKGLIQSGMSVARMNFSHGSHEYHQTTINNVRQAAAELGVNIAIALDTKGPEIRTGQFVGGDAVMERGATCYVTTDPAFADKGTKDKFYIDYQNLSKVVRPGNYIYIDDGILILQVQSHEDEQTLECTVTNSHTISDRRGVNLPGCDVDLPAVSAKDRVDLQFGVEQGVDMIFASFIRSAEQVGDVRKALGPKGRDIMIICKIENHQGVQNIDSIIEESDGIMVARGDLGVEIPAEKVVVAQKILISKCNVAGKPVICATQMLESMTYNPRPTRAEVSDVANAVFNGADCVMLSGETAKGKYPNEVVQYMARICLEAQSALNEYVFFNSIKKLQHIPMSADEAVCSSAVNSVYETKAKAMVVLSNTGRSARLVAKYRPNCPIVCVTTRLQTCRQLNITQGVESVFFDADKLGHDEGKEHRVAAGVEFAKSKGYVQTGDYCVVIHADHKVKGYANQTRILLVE
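In 50 mM imidazole pH 7.2 with 7 mM MgCl2, LmPK (0.1 nM) turned over PEP (0.5 mM) and ADP (0.1 mM) for 1 h at room temperature. Luciferase read-out of ATP.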
AMA1 RON2 block: qHTS for Inhibitors of AMA1-RON; Towards Development of Antimalarial Drug Lead: Primary Screen | 360,000 compounds, 0.2% hits | Plasmodium falciparum AMA1 (3D7) - RON2 peptide interaction | Potency, µM (series often up to 58.2 µM), for inactives: top-dose activity change, negative = inhibition, most hits filed as inhibitors | AlphaScreen AMA1-biotinylated RON2 peptide binding | AID 720542, 2013;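 also: potency is read from the fitted curve at half-maximal effect; 0% = vehicle wells and -100% = peptide control; nearly all actives have a fitted effect of over 45% in size; some results filed as inactive show a strong effect at the top dose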
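AMA1 (3D7) with his tag at 25 nM final met compounds first, then biotinylated RON2 peptide at 25 nM; detection used donor plus acceptor beads, 10 µg/mL apiece, read by AlphaScreen after 30 min at room temperature.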
TbPYK inhibitor: qHTS of Trypanosoma Brucei Inhibitors; pyruvate kinase (Trypanosoma brucei), Q57TT1; TbPYK enzyme, Kinase-Glo Plus ATP luminescence, 45 min; Potency, µM (highest dose often 76.8 µM), for the others: at the highest dose activity, negative = inhibition, actives largely listed as inhibitors; 410,000 compounds, 0.12% hits; also: potency is read from the fitted curve at half-maximal effect; nearly all actives have a fitted effect of over 50% in size
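Activity of T. brucei pyruvate kinase was followed by Kinase-Glo Plus luminescence after the enzyme reacted 45 min at room temperature with 130 uM ADP (final) and substrate. Test compounds were added before ADP at multiple concentrations.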
HCMV antiviral: qHTS Assay for inhibitors of the human cytomegalovirus (HCMV); HFF cells, HCMV-luciferase reporter, 72 h; stronger effect = lower value; activity change, negative = inhibition, % at 57.5 µM; 410,000 compounds, 4.5% hits; AID 1259415, 2018; in the data active = activity change below about -60%; inconclusive = no clear call, values can overlap the other calls; inactive = above about -39%
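Screen run at 2 compound doses on HFFs infected with reporter HCMV, MOI 1 PFU/cell. Luciferase activity from cell lysates at 72 h post infection gave inhibition relative to buffer-only and Salinomycin wells.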
Starred values were filed as active, the others as inactive; ? = inconclusive; / = no result given; & = joins results of further samples; [ ] = remark or other dose. Unless noted, calls follow the shape of the dose curve; as a rule, active = well fitted curve in the direction sought with a large enough effect; inconclusive = small, poorly fitted or top-dose-only effect, or another doubt; inactive = no such curve, though single readings can be large; an effect the other way counts as inactive or inconclusive. Unless noted, % is scaled to controls: 0 for no effect and ±100 for the full control effect.

SMILES | HCMV antiviral | AmpC inh detg | HCV inhibitor | AMA1 RON2 block | LmPK inh | AmpC no deterg | TbPYK inhibitor
O=C(c1nn2c(C(F)(F)F)cc(-c3cccs3)nc2c1Cl)N1CCCc2ccccc21 | ? | -8% | 9% | 75%[activator] | -1% | -22% | 3%
COc1cccc(N2CCN(C(=O)CCc3nnc4ccc(N5CCOCC5)nn34)CC2)c1 | -5 | 2% | 13% | 0% | -3% | 48% | -1%
Cc1ccc(C(C(=O)NCc2ccco2)N(C(=O)CNC(=O)c2cccs2)c2ccc(C)cc2C)cc1 (stereo not drawn) | 77 | -1% | -14% | -1% | 5% | -24% | 0%
CCCCNC(=S)Nc1ccc(Oc2ccccc2)cc1 | -17 | 3% | -13% | -20% | 1% | -34% | -17%
COc1cc(C(=O)O)cc(OC)c1OC | 12 | / | -13% | -4% | / | / | 4%
CN(CC(=O)Nc1ccc(F)cc1)C(=O)COC(=O)c1cc(Br)c(Br)s1 | -10 | / | -19% | -1% | / | / | 0%
Cc1ccc(NC(=O)C(=O)Nc2ccccn2)cc1 | -17 | -13% | 5% | 0% | ? | -17% | -12%
N#Cc1c(NC(=O)COC(=O)c2ccc(S(=O)(=O)N3CCCC3)cc2)sc2c1CCCCC2 | 6 | 2% | ? | 11% | 6% | -14% | -2%
Cc1noc(C)c1S(=O)(=O)NC(=O)C1(C)CCN1C(=O)Cc1ccc(-c2ccccc2)cc1 (stereo not drawn) | 1 | / | / | -1% | / | / | 2%
Cc1ccc(-c2nc(SCC(=O)NCC3CCCO3)c(-c3ccc(C)cc3)[nH]2)cc1 (stereo not drawn) | -4&-7 | 14%&-11% | 1% | 0% | 1% | -1% | -6%&-5%
CSc1ncccc1C(=O)OCC(=O)NCc1ccc2c(c1)OCO2 | -31 | -10% | 4% | 11% | 0% | -27% | 3%
CNCc1c(OCc2ccc(F)cc2)ccc2ccccc12 | 6 | 2% | -3% | 5% | 1% | 19% | 7%
CCOC(=O)Cc1nnc(NC(=O)c2ccco2)s1 | 27 | -13% | 28% | -1% | -4% | -15% | -1%
CCCS(=O)(=O)NC(=O)C1(C)CCCN(C(=O)c2ccc3ccccc3c2)C1 (stereo not drawn) | -23 | / | / | 14% | / | / | 2%
Cc1ccc(C(=O)NC(=S)Nn2cnnc2)cc1 | 44 | 9% | 6% | 50%[activator] | -2% | -13% | -18%
Cc1c(CC(=O)N[C@@H](C)C(=O)O)c(=O)oc2c(C)c3occ(-c4ccccc4)c3cc12 | 6 | 3% | 10% | 6% | 7% | 30% | -5%
CCOC(=O)[C@H]1[C@H]2COc3ccc(Cl)cc3[C@@H]2N2C(=O)[C@@H](C)NC(=O)[C@@]12C | -15 | / | 1% | 1% | / | -6% | -8%
Cc1ccc2c(c1)N(CC(=O)Nc1ccccc1C(F)(F)F)C(=O)c1cccnc1O2 | 0 | ? | / | / | / | / | 4%[15.4 µM]
C/C(CC(=O)N1CCN(C=O)CC1)=N\NC(=O)c1ccc([N+](=O)[O-])cc1 | -34 | 1% | 10% | 54%[activator] | 8% | -20% | -15%
O=C(NC(=O)c1ccccc1)Nc1ccccn1 | 102 | -1% | / | / | 4.5µM* | -10% | /
COc1ncccc1C(=O)N1CCCC(N2CCN(c3cccc(Cl)c3)CC2)C1 (stereo not drawn) | ? | 6% | ? | -2% | 0% | 133%[activator] | -5%
COCCCn1c(SCC(=O)Nc2ccc(OC)cc2)nc2c(sc3ccccc32)c1=O | ? | 0% | / | / | / | / | -1%[15.4 µM]
NCCCC[C@H]1CNC(=O)C(=O)N1CCCCC1CCCCC1 | -3 | 0% | 17% | -5% | 1% | 4% | 3%
Cn1cc(C(=O)Nc2ccc(Cl)c(Cl)c2)cn1 | 30 | / | -4% | 0% | / | / | -12%
COc1ccccc1-c1csc(Nc2ccc(Oc3ccccc3)cc2)n1 | -13 | / | / | -22% | / | / | -10%
CCOC(=O)C1CCCN(C(=O)c2cc(-c3ccccc3)cs2)CC1 (stereo not drawn) | -30 | / | / | 14% | / | / | 2%
COc1ccc(CCNC(=S)Nc2cccc(C)c2C)cc1 | 12 | -16% | ? | 27% | 6% | -29% | -6%
Cc1cc(Cl)ccc1OCC(=O)N(Cc1ccco1)C1CCS(=O)(=O)C1 (stereo not drawn) | -3 | -3% | 8% | -1% | 2% | 99%[activator] | -3%
CN(C)CCCN1C(=O)CSC1c1ccccc1 (stereo not drawn) | 29 | ? | 4% | 3% | -3% | 1µM* | 1%
COc1ccccc1C(=O)NNC(=O)CN(C)S(=O)(=O)c1ccc(Cl)cc1 | -40 | / | / | 133%[activator] | / | / | 3%
COc1cccc(CN2CC(C(=O)N(C)CCc3ccccc3)CCC2=O)c1 (stereo not drawn) | 12 | ? | -9% | 5% | -5% | 35% | 0%
Cc1ccc(NC(=O)CSc2nc(-c3ccco3)nc3cc(=O)[nH]n23)cc1 | -19 | -4% | / | / | / | / | 0%
O=S(=O)(CC(O)CS(=O)(=O)c1ccc(Cl)cc1)c1ccccc1 (stereo not drawn) | 31 | 1% | 9% | 2% | -1% | -11% | 4%
CCN(CC)CCNC(=O)c1sc2ncn(CC(=O)Nc3ccc(C)c(Cl)c3)c(=O)c2c1C | ? | 11% | 8.9µM* | 11% | 0% | 110%[activator] | -3%
Cc1c(Cl)cccc1NC(=O)c1nc(C)n(-c2cc(OC(C)C)c(Cl)cc2Cl)n1 | 72 | 1% | -24% | -7% | 7% | -2% | /
CCOc1ccc2nc(N3C(=O)CNC3=S)sc2c1 | -106* | -1% | 5% | 45%[activator] | ? | -34% | ?
CN(C)CCNc1ncnc2c1sc1nc(-c3ccccc3)c3c(c12)CCCC3 | -68* | 4% | ? | -19% | -1% | 185%[activator] | -3%
COc1cc2[nH]c(C(=O)NCC3CCCO3)cc2c(OC)c1OC (stereo not drawn) | 37 | ? | ? | -1% | 3% | -23% | -3%
Cc1ccc(C(c2sc3nc(-c4ccco4)nn3c2O)N2CCC3(CC2)OCCO3)cc1 (stereo not drawn) | -5 | 1% | / | / | / | / | -7%
Cc1cccc(N(CC(=O)NCCSc2nc3ccccc3s2)S(=O)(=O)c2ccccc2)c1 | / | -6% | 2% | / | 7% | -7% | /
CC(=O)c1cccc(NC(=O)COC(=O)c2ccccn2)c1 | -14 | 5% | 7% | 5% | 3% | -8% | -3%
Clc1ccccc1CNc1nc2ccccc2c2nc(-c3ccccc3)nn12 | 10 | 3% | / | / | / | / | 2%
CCC(c1nnnn1-c1ccc2c(c1)OCCO2)N1CCN(c2ccccc2)CC1 (stereo not drawn) | 15 | / | / | -18% | / | / | 0%
O=C(CCCN1C(=O)/C(=C/c2ccccc2)SC1=S)Nc1ccc(C(=O)O)c(O)c1 | -14 | 3% | 16% | -5% | -4% | -35% | -4%
COc1ccc(CNCCCn2cnc3c(SC)ncnc32)cc1 | 6 | / | / | 5% | / | / | -5%
COc1ccc(Cn2c(=O)n(Cc3ccco3)c(=N)c3c4c(sc32)COC(C)(C)C4)cc1 | -24 | -6% | 13µM* | -17% | 1% | 65%[activator] | 0%
COc1ccc(OC)c(C(=O)/C=C/c2ccccc2C(F)(F)F)c1 | -104* | -13% | 10µM* | 6% | -5% | 35% | 6%
COc1ccc(C2=NN(C(=O)CSc3nnc(-c4ccccc4F)o3)C(c3ccco3)C2)cc1 (stereo not drawn) | 54 | -1% | 0% | -8% | 3% | -24% | 2%
COc1ccc(Nc2nnc(SCC3CCCO3)s2)cc1 (stereo not drawn) | -8 | -3% | ? | 8% | 0% | -35% | -3%
O=S(=O)(c1ccc(Cl)cc1)N1CCCC1c1nc(-c2cccc(Cl)c2)no1 (stereo not drawn) | 23 | 2% | -9% | 10% | 5% | ? | -5%
CCCN(CCC)C(=O)CCSCCC(=O)N(CCC)CCC | -102* | 4% | 3% | 10% | 1% | 60% | 3%
O=C1CNC(=S)N1CCc1ccc(Cl)cc1 | -11 | 3% | -5% | 17% | 1% | -6% | -3%
Oc1ccc[n+](/C=C\c2ccccc2)c1 | -11 | ? | -1% | 23% | / | -24% | 2%
COC(=O)c1cc(C(=O)OCC(=O)NNC(=O)c2cccs2)cc([N+](=O)[O-])c1 | -25 | ? | -10% | 80%[activator] | / | -3% | 1%
COc1ccc(-c2nc(S(=O)(=O)c3ccccc3)c(N3CCC(C)CC3)o2)cc1 | -7 | 20% | / | / | / | / | 2%
COc1ccccc1NS(=O)(=O)c1cc(NC(=O)COc2ccccc2)ccc1N1CCOCC1 | -19 | / | ? | -16% | / | 0% | -2%
NS(=O)(=O)c1ccc(NC(=O)c2ccc(CNS(=O)(=O)c3cc(C(F)(F)F)ccc3Cl)cc2)cc1 | -29 | -7% | -14% | -5% | 1% | -31% | 1%
O=C(/C=C/c1ccc(N2CCOCC2)cc1)c1ccccc1 | 55 | 9% | 10% | 24% | ? | -2% | -11%
Cc1ccc(-n2c(=O)cc(N3CCC(C)CC3)[nH]c2=O)cc1 | 14 | -14% | 18% | 2% | -4% | -11% | -13%
O=C(Nc1cccc(F)c1)N1CCCC(CNS(=O)(=O)Cc2ccccc2)C1 (stereo not drawn) | -34 | 3% | 10% | 10% | 0% | -12% | -2%
CCOc1ccc(NC(=O)/C=C/c2ccccc2)c([N+](=O)[O-])c1 | 37 | 0% | ? | -11%[2.32 µM] | -1% | -17% | -3%
COc1ccc(C(=O)Nc2ccc3oc(-c4ccc(F)cc4Cl)nc3c2)cc1 | -15 | 1% | / | / | / | / | -1%

Structures shown so far that have a COOH group:
SMILES | HCMV antiviral | AmpC inh detg | HCV inhibitor | AMA1 RON2 block | LmPK inh | AmpC no deterg | TbPYK inhibitor
COc1cc(C(=O)O)cc(OC)c1OC | 12 | / | -13% | -4% | / | / | 4%
Cc1c(CC(=O)N[C@@H](C)C(=O)O)c(=O)oc2c(C)c3occ(-c4ccccc4)c3cc12 | 6 | 3% | 10% | 6% | 7% | 30% | -5%
O=C(CCCN1C(=O)/C(=C/c2ccccc2)SC1=S)Nc1ccc(C(=O)O)c(O)c1 | -14 | 3% | 16% | -5% | -4% | -35% | -4%

Rows are unselected. About 7.5% of those tested had a hit in this group.
